CRFBP-R2 block: antagonists of CRF-binding protein/CRF-R2 receptor complex | HEK293 CRF-R2/CRF-BP, CRF-induced calcium fluorescence | inhibition, % at 11.8 µM | 350,000 compounds, 0.59% hits | AID 588475;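 active = inhibition of the ligand-induced calcium signal above about 50% at the single tested concentration, limit read from the data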
M5 ag: CHRM5 agonism in calcium assay; CHO-K1 hM5 cells, Fluo-8 calcium fluorescence; 0% DMSO wells, 100% maximal acetylcholine response; activation, % at 3 µM; 360,000 compounds, 0.19% hits; P08912;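 active = activation above the run's mean over test compounds plus 3 SD, cut at about 23% in these data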;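 note: signal is peak over basal fluorescence ratio across the kinetic read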
Target sequence (P08912 whole entry, looked up): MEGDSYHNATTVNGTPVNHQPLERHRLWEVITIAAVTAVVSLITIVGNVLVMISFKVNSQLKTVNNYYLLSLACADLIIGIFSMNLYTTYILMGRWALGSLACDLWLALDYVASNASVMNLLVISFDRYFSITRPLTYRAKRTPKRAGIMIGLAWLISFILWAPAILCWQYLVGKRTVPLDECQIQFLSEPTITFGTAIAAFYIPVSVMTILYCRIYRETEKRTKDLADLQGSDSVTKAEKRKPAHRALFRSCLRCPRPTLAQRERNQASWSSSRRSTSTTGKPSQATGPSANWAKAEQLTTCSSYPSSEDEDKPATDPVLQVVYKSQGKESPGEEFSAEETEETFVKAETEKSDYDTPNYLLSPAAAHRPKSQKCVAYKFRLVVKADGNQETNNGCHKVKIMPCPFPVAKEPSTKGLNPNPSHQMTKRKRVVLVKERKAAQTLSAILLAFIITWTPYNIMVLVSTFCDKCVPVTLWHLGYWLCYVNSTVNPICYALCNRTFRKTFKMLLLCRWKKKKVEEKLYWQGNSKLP
CHRM5 antagonist: blocks acetylcholine activation of human M5 receptor. CHO-hM5 cells, Fluo-8 calcium fluorescence, ACh EC80. inhibition, % at 3 µM. 360,000 compounds, 0.59% hits;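 active = inhibition above a per-plate cutoff, the mean of that plate's test compounds plus 3 SD, cut at about 27% in these data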;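 note: 0% = acetylcholine EC80 with DMSO and 100% = DMSO without agonist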
M1 PAM: human CHRM1 positive allosteric modulation; 360,000 compounds, 0.088% hits; activation, % at 3 µM; AID 588819; CHO-K1 hM1, Fluo-8 calcium fluorescence, ACh EC20; 0% = ACh EC20, 100% = maximal ACh; P11229; in the data active = activation above about 19%, passing the limit was not always enough
M5 PAM: positive allosteric modulators of human muscarinic M5 receptor | P08912 | AID 624038 | 360,000 compounds, 0.3% hits | CHO-K1 hM5, Fluo-8 calcium, ACh EC20 PAM; 0% = ACh EC20, 100% = ACh EC100 | activation, % at 3 µM;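 active = activation above the run cutoff, the mean activation of all test compounds plus 3 SD, cut at about 18% in these data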
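Assay system: CHO-K1 hM5 cells / Incubation: Fluo-8 loading 80 min at 37 °C plus 30 min room temperature / Technique: Fluo-8 calcium dye fluorescence, kinetic read / Repeats: single replicate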
CHRM4 PAM: CHRM4 positive allosteric modulation; P08173; CHO-K1 hM4/Gqi5, Fluo-8 calcium fluorescence, ACh EC20; 0% = ACh EC20, 100% = maximal ACh; activation, % at 3 µM; 360,000 compounds, 0.4% hits;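 active = activation above its plate's cutoff, the mean activation of sample wells plus 3 SD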; note: some results filed as inactive read as strong as hits
Target sequence (P08173 whole entry, looked up): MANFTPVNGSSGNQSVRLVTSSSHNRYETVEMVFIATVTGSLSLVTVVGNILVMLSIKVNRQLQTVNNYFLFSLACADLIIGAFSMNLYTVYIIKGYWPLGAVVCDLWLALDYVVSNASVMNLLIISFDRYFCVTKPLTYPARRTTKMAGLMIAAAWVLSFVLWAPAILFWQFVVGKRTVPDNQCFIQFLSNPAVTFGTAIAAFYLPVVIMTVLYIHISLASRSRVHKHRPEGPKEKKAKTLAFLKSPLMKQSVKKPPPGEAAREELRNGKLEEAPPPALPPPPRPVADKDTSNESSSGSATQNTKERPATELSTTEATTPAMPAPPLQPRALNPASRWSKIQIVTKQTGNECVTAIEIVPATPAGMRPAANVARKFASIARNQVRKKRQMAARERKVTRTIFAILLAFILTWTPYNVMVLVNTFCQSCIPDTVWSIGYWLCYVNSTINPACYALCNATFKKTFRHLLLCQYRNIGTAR
CRFR2-BP ag: CRF-BP/CRF-R2 complex agonism; HEK293 CRF-R2/CRF-BP, calcium dye fluorescence (FLIPR); percent of saturating CRF peptide response; activation, % at 13.2 µM; 350,000 compounds, 0.46% hits; AID 588473;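 active = activation of at least 50%, plus an integration ratio under a set limit after plate pattern correction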;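 note: plate controls were neutral control wells without compound for no effect and CRF at EC100 for full effect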
CHRM4 agonist: CHRM4 agonism in calcium assay; P08173; CHO-K1 hM4/Gqi5, Fluo-8 calcium fluorescence; vehicle 0%, full acetylcholine response 100%; activation, % at 3 µM; 360,000 compounds, 0.14% hits;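 active = activation above the run mean over all test wells plus 3 SD, cut at about 32% in these data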;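 note: peak over basal fluorescence ratio per well then scaled between controls; 0% = DMSO wells and 100% = acetylcholine at EC100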
M4 antag: CHRM4 antagonism in calcium assay. P08173. CHO-hM4 cells, ACh EC80, Fluo-8 calcium fluorescence. inhibition, % at 3 µM. 360,000 compounds, 0.73% hits. AID 624125;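 active = inhibition above its plate's cutoff, the mean inhibition of sample wells plus 3 SD, cut at about 27% in these data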;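 note: 0% = acetylcholine EC80 with DMSO and 100% = DMSO without agonist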
* = called active by the depositor; . = not tested or not shown.

SMILES	CRFBP-R2 block	M5 ag	CHRM5 antagonist	M1 PAM	M5 PAM	CHRM4 PAM	CRFR2-BP ag	CHRM4 agonist	M4 antag
COc1cccc(OCc2cc(C(=O)N(Cc3nccn3C)C(C)C)no2)c1	9	-5	9	-4	-5	-11	-0.3	0	-3
COc1ccc(N(CC(=O)N/N=C/c2ccc(OC)cc2OC)S(=O)(=O)c2ccccc2)cc1	-30	0	3	0	3	-3	0.9	1	2
Cn1c(=O)c2c(SCC(=O)N3CCCC3)nc(-c3ccccc3)nc2n(C)c1=O	-1	-2	13	-2	-6	-3	-0.7	1	2
Cc1ccc(CNC(=O)N[C@@H](Cc2ccccc2)C(=O)O)cc1	10	-1	4	14	-3	22	0.4	0	-6
Cc1ccc(CC2(c3ccccc3)NC(=O)NC2=O)cc1 (stereo unspecified)	-12	-4	-9	8	14	13	-4.0	2	-14
COc1ccc(N2CC(NS(=O)(=O)c3cccnc3)CC2=O)cc1 (stereo unspecified)	6	0	-2	8	4	2	-1.7	0	3
CNC(=S)NC1(C)CCS(=O)(=O)C1 (stereo unspecified)	-2	1	-1	17	-2	-7	-2.0	0	4
O=C(CSc1cn[nH]n1)Nc1cccc(C(=O)O)c1	2	-2	-11	5	0	7	0.6	2	-2
O=C(C1CCC(=O)N1C1CCCCC1)N1CCN(c2ccc(F)cc2)CC1 (stereo unspecified)	-2	0	16	12	-8	8	0.0	1	8
CC(C)C(=O)Nc1ccc(NC(=O)c2cccnc2)cn1	-2	-2	-4	3	-2	-3	0.4	1	-6
O=C(Nc1cc(S(=O)(=O)N2CCCCC2)ccc1N1CCOCC1)c1ccc(F)cc1	1	-1	6	1	0	10	-0.6	-1	-14
CC(C)(C)Nc1nc(Cl)nc(NCc2ccccc2)n1	4	5	9	-5	-5	-8	0.5	-2	-5
CC(C)N1CCC(C)(C(=O)Nc2ccc(Cl)c(Cl)c2)C1 (stereo unspecified)	.	0	4	3	-3	6	.	3	-9
O=C1Nc2ccccc2/C1=N\N1CCOCC1	-2	-2	12	5	-2	-4	-1.2	0	4
CCOc1ccc(-c2nnc3ccc(SC)nn23)cc1	-8	0	7	3	-4	3	0.5	0	-1
CC(C)(C)OC(=O)C[C@@H]1C/C=C\C[C@H](CC(=O)N(CCO)Cc2ccccc2)C(=O)N[C@@H](Cc2ccccc2)COC1=O	1	-2	7	-2	-6	0	-0.4	7	1
O=C(c1cc2cc([N+](=O)[O-])ccc2oc1=O)N1CCOCC1	-11	-3	-10	16	-1	7	4.4	1	-9
CCOCC(=O)Nc1cccc(C(=O)OCC)c1	-41	0	0	3	-2	6	2.3	0	-5
COC(=O)[C@]1(Cc2ccccc2)N[C@H](CN(C)C(=O)Nc2ccc(F)cc2)[C@@H]2C(=O)N(C)C(=O)[C@@H]21	5	-1	-5	13	-6	3	4.2	0	-12
CC(C)C[C@@H](CNCC(=O)[C@H](CC(C)C)NC(=O)c1[nH]cnc1C(=O)N[C@@H](C)CN)NC(=O)c1nc[nH]c1C(=O)N[C@@H](C)C(=O)O	-6	-1	0	3	5	-4	-3.2	0	6
O=C(NCC1CCN(Cc2ccccc2F)CC1)Nc1ccccc1F	-2	-4	8	1	-1	-14	0.6	10	7
O=C(CSc1ccc(Br)cc1)Nc1ccc(N2CCOCC2)cc1	7	0	5	5	-2	5	-2.0	-1	-6
CCN(CC(=O)Nc1ccccc1Br)Cc1nc2ccccc2c(=O)[nH]1	-28	0	5	6	-10	-2	2.3	3	-1
C[C@@H]1CN([C@H](C)CO)C(=O)c2cc(NS(=O)(=O)c3cccs3)ccc2O[C@H]1CN(C)Cc1ccccc1	15	2	-5	-1	5	0	-2.1	0	-1
O=S(=O)(NCCc1ccccc1)c1ccc(F)cc1Br	21	-2	-10	1	0	1	-4.4	-1	-7
COc1nc(C)ccc1-c1noc(-c2ccco2)n1	6	-1	-5	8	1	0	1.2	-2	4
CCOc1ccc(C(C(=O)NCCC(C)C)N(CCO)C(=O)c2snc(C(N)=O)c2N)cc1 (stereo unspecified)	22	-4	8	0	-5	0	-2.2	1	1
O=C(COC(=O)c1cncc(Br)c1)NCc1ccccc1Cl	-2	1	7	2	0	-2	-4.8	1	-9
O=C(COC(=O)/C=C/c1ccc(S(=O)(=O)N2CCOCC2)cc1)NCc1ccccc1	-6	3	5	8	5	4	-2.4	5	23
NC(=O)C1CCN(c2nc(-c3ccc4occc(=O)c4c3)cs2)CC1	-2	3	10	1	0	-1	0.3	0	8
CC1CCCC(NS(=O)(=O)c2cc3c(cc2Cl)NC(=O)CO3)C1C (stereo unspecified)	-32	4	2	-6	-7	-8	-2.0	2	2
COC(=O)c1ccc(CN2CCC(CO)(CCOc3ccccc3)CC2)cc1	-5	-16	27*	-16	-29	-16	-1.4	4	48*
CCn1c(Cn2nnc(-c3ccccc3)n2)nnc1SCC(=O)Nc1cccc(C)c1C	-2	1	-6	5	-1	-10	-0.3	2	3
CC(Sc1n[nH]c(N)n1)c1nc2scc(-c3cccs3)c2c(=O)[nH]1 (stereo unspecified)	-11	-1	15	-2	-2	2	0.4	6	-7
Cc1cc(F)ccc1S(=O)(=O)Nc1ccccc1C(=O)Nc1ccccc1N1CCOCC1	13	2	2	5	-4	-3	3.7	9	0
O=C1CCc2cc(S(=O)(=O)N3CCN(c4cccc(Cl)c4)CC3)ccc2N1	10	1	-3	3	2	-6	2.2	1	7
Cc1ccc(S(=O)(=O)NCc2cccc([N+](=O)[O-])c2)cc1	-7	-2	3	0	-9	-4	0.3	2	2
COc1ccc(-n2c(SCCNCCO)nc3sc4c(c3c2=O)CCCC4)cc1	-7	2	-4	7	13	7	1.7	3	-9
COc1ccccc1-c1cccc(-c2nc(C(=O)N3CCCCC3)cc3c2[C@@H](CCO)N(S(=O)C(C)(C)C)C3)c1 (stereo partly specified)	.	4	7	-3	-10	-6	.	11	-17
CCOC(=O)c1ccc(NS(=O)(=O)c2c(C)n[nH]c2C)cc1	15	3	5	-10	-5	0	-1.1	1	2
CCNc1c(NS(=O)(=O)c2ccc(Cl)s2)c(=O)oc2ccccc12	-2	0	15	1	-9	3	-0.9	9	-5
CC(C)N(Cc1cnn(C)c1)Cc1nc(-c2ccc(Cl)cc2)no1	8	-1	11	8	2	1	-1.1	0	-6
Cc1ccc([C@@H]2C[C@H]3[C@@H](CN2S(=O)(=O)c2ccc(Cl)cc2)C(=O)C[C@@H](c2cccc4ccccc24)N3S(=O)(=O)c2ccc(C)cc2)cc1	-8	2	-6	15	-2	6	7.1	0	-21
CCOC(=O)CNC(=O)N1CCCC(C(=O)c2cc(C)c(OC)c(C)c2)C1 (stereo unspecified)	-7	0	7	0	-1	-6	0.4	1	10
CC(C)NC(=O)Nc1ccc2c(c1)C(=O)N([C@H](C)CO)C[C@H](C)[C@@H](CN(C)C(=O)NC1CCCCC1)O2	4	3	9	-5	-7	2	-0.8	0	2
CC(=O)N(C)c1ccc(N=Cc2cc3c(cc2[N+](=O)[O-])OCO3)cc1	8	-4	13	2	-5	-15	0.0	1	4
Cc1cccc(NC(=O)Cn2c(=O)oc3cc(S(=O)(=O)N4CCCC4)ccc32)n1	-8	3	6	3	-6	-3	0.1	1	-1
O=C(CSc1nnc(Cc2ccccc2)o1)c1ccc(F)cc1	7	-1	3	2	0	-3	-0.3	1	-1
CC(=O)Nc1ccc(C(=O)OCCc2ccccc2)cc1	0	0	0	-4	1	3	-0.4	7	-24
CCC(C)[C@H]1COCCS(=O)(=O)N1Cc1ccc(Cl)cc1Cl (stereo partly specified)	-6	-10	-6	2	0	-10	-0.8	-1	1
Remaining list, next part
SMILES	CRFBP-R2 block	M5 ag	CHRM5 antagonist	M1 PAM	M5 PAM	CHRM4 PAM	CRFR2-BP ag	CHRM4 agonist	M4 antag
O=C(Nc1ccccc1C(=O)O)c1ccc(Br)o1	30	2	-6	10	-2	-5	-1.1	-1	-7
Cc1ccc(NC(=O)CSc2n[nH]c(-c3ccncc3)n2)c(C)c1	-11	-2	0	11	2	1	1.0	0	9
NC(=O)C1CCCN(CC(O)COCc2ccc(Cl)cc2)C1 (stereo unspecified)	-6	-3	0	13	5	-4	-0.3	0	-3
Cc1ccc(NS(=O)(=O)c2ccc3c(c2)NC(=O)C(C)C(=O)N3)c(Cl)c1 (stereo unspecified)	-4	5	15	-13	-12	-6	-1.9	20	8
CCc1ccc(OCC(=O)NNC(=S)NC(=O)C2CCCCC2)c(Br)c1	-7	-2	4	11	-5	4	4.2	1	-13
CCOC(=O)N1CCN(c2cc(=O)n(-c3cccc(Br)c3)c(=O)[nH]2)CC1	9	6	4	2	-1	-1	3.2	0	-4
CCN(CC)C(=O)Cn1c(=O)n(-c2ccccc2)c(=O)c2sccc21	6	5	2	6	0	3	-0.8	-1	-5
COc1ccc(CNC(=O)CN2C(=O)C3C4C=CC(C4)C3C2=O)cc1 (stereo unspecified)	4	-3	11	1	-8	6	-0.3	1	-10
Cc1nonc1CN(C)C(=O)CC1C(=O)NCCN1Cc1ccc(F)c(F)c1 (stereo unspecified)	34	-3	-2	10	-2	-4	-4.5	0	-2
CCCn1c(SCC(=O)N(C)C2CCS(=O)(=O)C2)nc2sc3c(c2c1=O)CCC3 (stereo unspecified)	17	-9	20	-3	-4	-6	-4.7	-1	14

Ordered by formula weight (low to high): some entries from above
SMILES	CRFBP-R2 block	M5 ag	CHRM5 antagonist	M1 PAM	M5 PAM	CHRM4 PAM	CRFR2-BP ag	CHRM4 agonist	M4 antag
O=C(Nc1ccccc1C(=O)O)c1ccc(Br)o1	30	2	-6	10	-2	-5	-1.1	-1	-7
NC(=O)C1CCCN(CC(O)COCc2ccc(Cl)cc2)C1 (stereo unspecified)	-6	-3	0	13	5	-4	-0.3	0	-3
Cc1nonc1CN(C)C(=O)CC1C(=O)NCCN1Cc1ccc(F)c(F)c1 (stereo unspecified)	34	-3	-2	10	-2	-4	-4.5	0	-2
Cc1ccc(NS(=O)(=O)c2ccc3c(c2)NC(=O)C(C)C(=O)N3)c(Cl)c1 (stereo unspecified)	-4	5	15	-13	-12	-6	-1.9	20	8
CCOC(=O)N1CCN(c2cc(=O)n(-c3cccc(Br)c3)c(=O)[nH]2)CC1	9	6	4	2	-1	-1	3.2	0	-4
CCCn1c(SCC(=O)N(C)C2CCS(=O)(=O)C2)nc2sc3c(c2c1=O)CCC3 (stereo unspecified)	17	-9	20	-3	-4	-6	-4.7	-1	14

(list continues)
SMILES	CRFBP-R2 block	M5 ag	CHRM5 antagonist	M1 PAM	M5 PAM	CHRM4 PAM	CRFR2-BP ag	CHRM4 agonist	M4 antag
CCCC(=O)Nc1ccc(C2C(=O)c3ccccc3C2=O)cc1	14	0	4	6	1	-1	-1.0	1	-7
CCOC(=O)Cc1nnc2c(Nc3ccc(C)cc3)nc3nonc3n12	-15	-2	0	7	-1	-1	-0.5	2	-1
COc1ccccc1-c1cnc(C(O)c2ccc(F)c(C)c2)[nH]1 (stereo unspecified)	.	2	-1	0	-2	0	.	4	-2
CCOc1cccc(C2/C(=C(/O)c3ccc4c(c3)CC(C)O4)C(=O)C(=O)N2CCCn2ccnc2)c1 (stereo unspecified)	1	-4	-4	2	5	6	-1.9	1	4
COc1cccc(CNC(=O)C2CCN(S(=O)(=O)c3cccc4nonc34)CC2)c1	4	-2	6	8	8	-10	-0.8	7	3
CCOc1ccc(CN(C)C(=O)CN2C(=O)NC(c3ccccc3)(c3ccccc3)C2=O)cc1	-1	-4	-5	9	2	13	0.4	3	-7
O=C(CCn1cccc1)NCCc1ccc(Cl)cc1	28	-4	2	-3	4	2	-1.1	-1	10

CHRM5 antagonist: hit marks shown above
SMILES	CRFBP-R2 block	M5 ag	CHRM5 antagonist	M1 PAM	M5 PAM	CHRM4 PAM	CRFR2-BP ag	CHRM4 agonist	M4 antag
COC(=O)c1ccc(CN2CCC(CO)(CCOc3ccccc3)CC2)cc1	-5	-16	27*	-16	-29	-16	-1.4	4	48*

Screening data: PubChem, several laboratories
